Screening data from PubChem BioAssay.
15-hLO inh – qHTS Assay for Inhibitors of 15-hLO (15-human lipoxygenase); Polyunsaturated fatty acid lipoxygenase ALOX15 (Homo sapiens), P16050; purified 15hLO-1, xylenol orange hydroperoxide absorbance; Potency, µM (titrated, usually from 57.1 µM), without a hit: at the highest dose activity change, negative = inhibition, most hits filed as inhibitors; 74,000 compounds, 1.4% hits; AID 887, 2007; further: potency means the concentration at half of the fitted maximal effect; on the % scale 0 is the no-effect control and ±100 the full control effect; nearly all actives have a fitted effect of over 55% in size
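Hydroperoxide formed from arachidonic acid (50 uM) by purified human 15hLO-1 (40 nM) oxidizes ferrous iron, and the ferric-xylenol orange complex is read at 573 versus 405 nm. Compounds were preincubated 15 min; reaction ran 6 min at room temperature.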
Epigenetic mod – qHTS Assay for Epigenetic Modulators. mouse C127i GFP locus derepression, cytometry, 30 h. 68,000 compounds, 0.09% hits. Potency, µM (series often up to 46.1 µM), for the others: at the top dose GFP derepression (activation); further: % of control where 0% means no effect
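Locus derepression in mouse mammary C127i cells whose integrated CMV-GFP reporter is normally silent; GFP expression after 30 h compound treatment was quantified by counting fluorescent cells.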
HADH2 inhib – qHTS Assay for Inhibitors of HADH2 (Hydroxyacyl-Coenzyme A Dehydrogenase, Type II) | recombinant HADH2, NADH fluorescence, beta-hydroxybutyryl-CoA | Potency, µM (highest dose often 57.1 µM), inactives show at the top dose activity change, negative = inhibition, usual class: inhibitors | 73,000 compounds, 3.4% hits; further: potency means the concentration at half of the fitted maximal effect; on the % scale 0 is the no-effect control and ±100 the full control effect; nearly all actives have a fitted effect of over 60% in size; many of its hits are not listed in these tables
Target sequence (Q99714 whole entry, looked up, one chain of several): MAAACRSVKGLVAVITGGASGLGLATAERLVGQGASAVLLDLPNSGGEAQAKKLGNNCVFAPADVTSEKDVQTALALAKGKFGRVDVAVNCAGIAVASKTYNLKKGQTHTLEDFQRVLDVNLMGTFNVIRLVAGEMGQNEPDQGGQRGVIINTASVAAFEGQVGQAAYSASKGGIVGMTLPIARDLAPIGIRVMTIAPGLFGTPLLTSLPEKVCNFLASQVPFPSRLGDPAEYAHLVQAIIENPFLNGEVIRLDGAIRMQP
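Buffer 100 mM Tris-HCl pH 9.0/0.01% Tween-20; HADH2 20 nM; NAD+ 1 mM; beta-hydroxybutyryl-CoA 90 uM (all final). 15 min cpd preincubation, RT.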
HBB splicing – qHTS Assay for Modulators of Hemoglobin Beta Chain Splicing; HBB splicing reporter cell assay, activation; EGFP reporter with mutant IVS2-654 intron; response scale: normalised to 500 nM splice-correcting PNA; 65,000 compounds, 0.06% hits; AID 925, 2007; Potency, µM (doses to about 46.1 µM), without a hit: at the top dose activation, most hits filed as activators; further: potency means the concentration at half of the fitted maximal effect; 0% is about no effect
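Compounds were applied for 2 days to HeLa EGFP-654 cells, 500/well in Optimem with 2% FCS. The reporter's EGFP is disrupted by mis-splicing of beta-globin intron IVS2-654. Readout: summed well GFP fluorescence from 488 nm laser scanning; reference was 500 nM antisense […] 654 PNA.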
DNA Pol III inh – qHTS Assay for Inhibitors of DNA Polymerase III Holoenzyme System | reconstituted DNA polymerase III holoenzyme replication, biochemical | Potency, µM (series often up to 57.1 µM), for inactives: top-dose activity change, negative = inhibition | 71,000 compounds, 0.25% hits; further: potency means the concentration at half of the fitted maximal effect; on the % scale 0 is the no-effect control and ±100 the full control effect
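Reconstituted *E. coli* holoenzyme (0.35 nM Pol III, 1 nM beta, 154 nM SSB, 2 nM primase) was preincubated with compound for 15 min at RT. Synthesis on 1.4 nM ssM13Gori ran 35 min, then was stopped with PicoGreen/EDTA and read as dsDNA fluorescence.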
CRE Fsk mod – Cell signaling CRE-BLA (Fsk stim); Potency, µM (doses to about 38.2 µM), inactives show at the top dose activity change, negative = inhibition, most hits filed as activators; CHO CRE-bla reporter (cAMP response element driving beta-lactamase), forskolin EC10, beta-lactamase ratio; 71,000 compounds, 2.5% hits; AID 662, 2007; active means well fitted activation curve with a large enough effect in the signal ratio, with a control signal flat, not every such curve was filed as active; inconclusive means small, poorly fitted or top-dose-only effect, or effect the other way, or a change in a side signal; the % refers to the signal ratio; further: potency means the concentration at half of the fitted maximal effect; % of control where 0% means no effect
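Cells were plated overnight at 37 °C, exposed to compound titrations plus EC10 NKH 477 for 3 h, then given CCF4 dye for 2 h at room temperature. Blue/green (460/530 nm) ratio was converted to %Activity and AC50 values calculated.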
Hsp90 Hop PPI – qHTS Assay for Disrupters of an Hsp90 Co-Chaperone Interaction. Hsp90 C-terminal peptide / TPR2A (Hop) interaction, human. AlphaScreen TPR2A-His6 binding biotin-Hsp90 C-terminal peptide. Potency, µM (highest dose often 57 µM), inactives show top-dose activity change, negative = inhibition. 71,000 compounds, 0.44% hits. AID 595, 2007; active means well fitted curve in either direction with a large enough effect; inconclusive means small, poorly fitted or top-dose-only effect, or another doubt; further: potency means the concentration at half of the fitted maximal effect; on the % scale 0 is the no-effect control and ±100 the full control effect; many of its hits are not listed in these tables
USP2a inhib – qHTS Assay for Inhibitors of Ubiquitin-specific Protease USP2a. Ubiquitin carboxyl-terminal hydrolase 2 (Homo sapiens), O75604. USP2a enzymatic assay, qHTS inhibition. Potency, µM (series often up to 38.3 µM), without a hit: top-dose activity change, negative = inhibition, actives largely listed as inhibitors. 60,000 compounds, 0.1% hits;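 further: potency means the concentration at half of the fitted maximal effect; nearly all actives have a fitted effect of over 60% in size; plate controls were DMSO for no effect and NEM full inhibition control for full effect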
Target sequence (O75604 whole entry, looked up): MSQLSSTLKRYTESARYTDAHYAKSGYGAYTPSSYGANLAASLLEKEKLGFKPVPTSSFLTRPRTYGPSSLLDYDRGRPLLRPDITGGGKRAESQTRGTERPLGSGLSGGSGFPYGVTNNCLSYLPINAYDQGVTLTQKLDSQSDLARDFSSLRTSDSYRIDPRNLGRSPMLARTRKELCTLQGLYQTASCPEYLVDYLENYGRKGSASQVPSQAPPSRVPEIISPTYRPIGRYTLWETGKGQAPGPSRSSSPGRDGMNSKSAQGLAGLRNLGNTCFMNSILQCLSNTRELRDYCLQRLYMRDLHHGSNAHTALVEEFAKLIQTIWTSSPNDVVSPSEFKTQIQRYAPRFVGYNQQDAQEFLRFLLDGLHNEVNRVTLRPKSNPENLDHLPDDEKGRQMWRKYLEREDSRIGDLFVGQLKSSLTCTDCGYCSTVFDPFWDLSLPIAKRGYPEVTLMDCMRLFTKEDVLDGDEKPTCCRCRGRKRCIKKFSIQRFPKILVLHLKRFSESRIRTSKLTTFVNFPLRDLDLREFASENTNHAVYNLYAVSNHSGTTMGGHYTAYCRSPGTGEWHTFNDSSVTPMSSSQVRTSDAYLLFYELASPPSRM
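20 nM USP2 core + cpd, 30 min RT; add 20 nM Ub-PLA2/20 uM NBD C6-HPC; read Ex460/Em535 at 0 h and 2.5 h. Normalized to NEM; qHTS curve fit/classification.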
UbGFP stabilizer – Ubiquitin-GFP Assay | Ubiquitin-GFP reporter cells, proteasome inhibition, GFP fluorescence; response scale: untreated = 0%, 10 µM MG-132 = 100% | Potency, µM (titrated, usually from 45.9 µM), for inactives: at the top dose activation (GFP accumulation), most hits filed as activators | 67,000 tested, under 10 active | AID 526, 2006; active means well fitted activation curve with a large enough effect, not every such curve was filed as active; inconclusive means small, poorly fitted or top-dose-only effect, or another doubt; inactive means no such curve, though single readings can be large or run the other way; further: potency means the concentration at half of the fitted maximal effect
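U2OS Ub(G76V)-GFP reporter; O/N plating, 0.5% FBS; cpd 46 uM–2.9 nM, 4 h, 37 °C; GFP+ cell count, 488/515 nm; norm. to basal vs 10 uM MG-132; CRC fit.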
BRCT inh red – qHTS Assay for Inhibitors of BRCT-Phosphoprotein Interaction (Red Fluorophore) | Breast cancer type 1 susceptibility protein (Homo sapiens), P38398 | BRCT-phosphopeptide binding, red fluorescence polarization | Potency, µM (doses to about 76.9 µM), for the others: at the top dose activity change, negative = inhibition, actives largely listed as inhibitors | 75,000 compounds, 0.03% hits | AID 892, 2007; further: on the % scale 0 is the no-effect control and ±100 the full control effect
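Fluorescence polarization: 100 nM His-tagged BRCA1 BRCT with 100 nM TAMRA-labelled phospho-BACH1 decapeptide, phosphate buffer pH 7.3 with 150 mM NaCl, DTT, 0.01% Tween 20; 12 min RT. Binding inhibition seen as FP decrease.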
BRCT inh green – qHTS Assay for Inhibitors of BRCT-Phosphoprotein Interaction (Green Fluorophore); Breast cancer type 1 susceptibility protein (Homo sapiens), P38398; BRCA1 BRCT-phosphopeptide binding, green fluorescence polarization; Potency, µM (series often up to 76.9 µM), for the others: top-dose activity change, negative = inhibition, most hits filed as inhibitors; 75,000 compounds, 0.05% hits;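 further: potency means the concentration at half of the fitted maximal effect; plate controls were peptide without protein for full effect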
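Compounds were incubated for 12 min at room temperature with a complex of 100 nM fluorescein-tagged pBACH1 decapeptide and 250 nM His-tagged BRCT protein. Buffer was phosphate pH 7.3 with EDTA, DTT and Tween 20. Disruption of binding lowers the polarization signal.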
Active calls of the source: *; ? = inconclusive; . = no result given; [ ] = dose if it differs, or a comment. Unless noted, the call rests on the fitted dose curve; in most records, active means well fitted curve in the direction sought with a large enough effect; inconclusive means small, poorly fitted or top-dose-only effect, or another doubt; inactive means no such curve, though single readings can be large; an effect the other way counts as inactive or inconclusive. These rows are one share of the data; rates above refer to the full screens.

SMILES | 15-hLO inh | Epigenetic mod | HADH2 inhib | HBB splicing | DNA Pol III inh | CRE Fsk mod | Hsp90 Hop PPI | USP2a inhib | UbGFP stabilizer | BRCT inh red | BRCT inh green
CN(C)CC(=O)Nc1cc(C(F)(F)F)ccc1Cl | 1% | 3% | 9% | -0.6% | -14% | ? | -3% | 8% | -2% | -0.5% | -0.6%
CCNc1ncc2nc(-c3ccc(Cl)cc3)c(=O)n(Cc3cccc(OC)c3)c2n1 | -11% | -2%[9.22 µM] | 2% | 2.8% | -7% | ? | -4% | 53%[activator] | -3% | 1.4% | -2.2%
c1ccc(Cn2nnnc2C(c2cccnc2)N2CCN(c3ccccc3)CC2)cc1 (configuration not stated) | 13% | -2% | -11% | -7.5% | -1% | 1% | -7% | 9% | -3% | -2.1% | -1.0%
CC1(C)OC(C(=O)NC2CCCCC2)C(C(=O)NC2CCCCC2)O1 (configuration not stated) | 12% | 1% | 9% | -0.2%[57.5 µM] | -6% | 0% | -2% | 6% | -5% | 0.4% | -0.1%
Cc1ccc2nc(-c3ccc(S(=O)(=O)N4CCOCC4)cc3)cn2c1 | -12% | 2% | ? | 0.1% | -5% | -3% | -6% | -1% | -3% | -0.3% | -2.5%
Cc1ccc2[nH]c(=O)c(CN(CCc3ccccc3)C(=O)N3CCOCC3)cc2c1 | 2% | 3% | 5% | -1.6% | -11% | -2% | -11% | 6% | 2% | -0.7% | -1.4%
COc1ccc(S(=O)(=O)N2CCN(C3CCN(Cc4ccccc4)CC3)CC2)cc1 | -16% | -2% | 8% | -1.1%[9.22 µM] | -6% | -5% | -4% | 5% | -4% | 1.8% | -1.3%
Cc1ccc(S(=O)(=O)N2CCN(C(=O)CSc3nc4ccccc4c(=O)[nH]3)CC2)cc1 | -13% | 1% | 0% | -0.2%[57.5 µM] | -1% | 3% | -2% | 26% | -1% | -1.1% | 3.9%
Cc1ccc(C2C3=C(CCCC3=O)Nc3nc(SCC(=O)NCc4ccco4)[nH]c(=O)c32)cc1 (configuration not stated) | -2% | 4% | ? | -1.6% | -5% | ? | 2% | 11% | -3% | -0.7% | -0.8%
CCCn1nc(C(=O)Nc2cccc(C(=O)OC)c2)c2ccccc2c1=O | -12% | -2% | 10% | -1.6% | -2% | ? | 7% | 12% | 2% | 0.3% | 1.7%
Cc1cc(C(=O)Nc2sc3c(c2C#N)CCCCC3)cs1 | ? | 6% | 16µM* | -0.5% | -5% | 22% | 1% | 35%[activator] | -3% | 0.8% | 0.7%
CCCn1c(C)nc2c(NCCCN(CC)CC)nc(C)nc21 | -1% | . | -6% | 0.1% | -1% | 9% | 3% | . | -9% | 0.0% | 0.4%
Brc1ccc(-c2nc(-c3ccncc3)no2)o1 | -3% | -1% | 15% | 0.0% | -3% | -3% | -2% | -4% | -1% | -1.5% | -1.9%
Cc1nnc2n(Cc3ccccc3)c(=O)c3c4c(sc3n12)CCCC4 | 2% | 0% | -12% | . | -6% | -3% | -5% | 4% | -1% | -0.5% | -1.5%
COc1cc(Cn2c(-c3nonc3N)nc3ccccc32)ccc1C | -14% | 0% | 6% | -1.1% | -8% | ? | 4% | 18% | -1% | -0.4% | 2.0%
Cc1cc(C(=O)N2CCN(C(=O)C3CCCO3)CC2)no1 (configuration not stated) | 5% | 6% | 6% | 2.1% | -8% | -4% | -2% | -7% | -6% | 0.3% | 0.0%
CCCn1nnnc1SCC(=O)Nc1ccc(F)cc1 | -2% | -1% | 3% | . | -7% | -8% | 1% | -5% | -3% | -1.7% | -1.1%
CCOc1ccccc1-n1nnnc1SCC(=O)Nc1cc(C)on1 | -11% | 1% | -5% | 0.9% | -2% | -4% | -4% | 4% | 1% | -0.2% | -0.4%
COc1ccc(N2CCN(c3nc(NCCO)nc(N4CCOCC4)n3)CC2)cc1 | -11% | 0% | 2% | 0.2% | -2% | 9% | -7% | 17% | -12% | 0.7% | 1.3%
CCOC(=O)C1CCCN(C(=O)Cn2cnc3c2c(=O)n(C)c(=O)n3C)C1 (configuration not stated) | 0%[11.4 µM] | -2% | -8%[11.4 µM] | -3.8%[0.0738 µM] | -9%[11.4 µM] | ? | -3%[11 µM] | 1%[7.66 µM] | 1%[9.17 µM] | 0.4% | -0.6%
COc1ccc2cc(CN(C(=O)Nc3ccccc3)C3CCCC3)c(=O)[nH]c2c1 | -9% | 4% | -13% | . | 3% | ? | -3% | 213%[activator] | 2% | -1.9% | -0.2%
CC(C)(C)CC(C)(C)c1cc(O)c(O)c(CN2CCCCC2)c1 | 0.4µM* | -3%[9.22 µM] | -14%[11.4 µM] | 4.6%[9.22 µM] | -11%[11.4 µM] | -11%[7.6 µM] | -7%[11 µM] | . | 2%[9.17 µM] | 1.4%[15.4 µM] | 0.3%[15.4 µM]
CCCCN(C)C(=O)CS(=O)(=O)Cc1nc(-c2cccc(OC)c2)oc1C | -1% | 0% | 8% | -0.1% | -3% | 2% | 2% | . | -1% | 0.2% | -1.2%
Cc1cc(NC(=O)Cc2cccs2)nn1CC(=O)NCc1ccco1 | 3% | 0% | -13% | 1.8% | -3% | -5% | 0% | -3% | -7% | 0.0% | 2.0%
CCN(CC)S(=O)(=O)c1ccc(NC(=O)Cn2c(=O)oc3ccccc32)cc1 | 3% | 1% | 8% | . | 0% | -7% | 2% | 8% | 5% | 0.3% | -0.8%
CN(CC(=O)N1CCc2ccccc21)S(=O)(=O)c1ccc(Cl)cc1 | -3% | 3% | 11% | 4.8% | -3% | -23% | 6% | 1% | 2% | 0.1% | -0.4%
Cc1ccc(S(=O)(=O)N2CCN(C(=O)CN3CCOCC3)C2C(C)C)cc1 (configuration not stated) | -2% | 4% | 10% | . | -4% | 1% | -2% | 2% | 1% | -0.7% | -1.1%

Sorted by value in BRCT inh green (largest number first): some entries from above
Molecule,15-hLO inh,HADH2 inhib,DNA Pol III inh,CRE Fsk mod,Hsp90 Hop PPI,UbGFP stabilizer,BRCT inh red,BRCT inh green
COc1ccc(N2CCN(c3nc(NCCO)nc(N4CCOCC4)n3)CC2)cc1,-11%,2%,-2%,9%,-7%,-12%,0.7%,1.3%
CCOc1ccccc1-n1nnnc1SCC(=O)Nc1cc(C)on1,-11%,-5%,-2%,-4%,-4%,1%,-0.2%,-0.4%
Cc1ccc(S(=O)(=O)N2CCN(C(=O)CN3CCOCC3)C2C(C)C)cc1 (configuration not stated),-2%,10%,-4%,1%,-2%,1%,-0.7%,-1.1%
CCCCN(C)C(=O)CS(=O)(=O)Cc1nc(-c2cccc(OC)c2)oc1C,-1%,8%,-3%,2%,2%,-1%,0.2%,-1.2%
Cc1ccc2[nH]c(=O)c(CN(CCc3ccccc3)C(=O)N3CCOCC3)cc2c1,2%,5%,-11%,-2%,-11%,2%,-0.7%,-1.4%

Just BRCT inh red and USP2a inhib (two entries from above):
| Molecule | BRCT inh red | USP2a inhib |
| --- | --- | --- |
| Cc1ccc2[nH]c(=O)c(CN(CCc3ccccc3)C(=O)N3CCOCC3)cc2c1 | -0.7% | 6% |
| COc1ccc(S(=O)(=O)N2CCN(C3CCN(Cc4ccccc4)CC3)CC2)cc1 | 1.8% | 5% |
